# Assay outcomes as filed in PubChem BioAssay.
# RGS4 inh: human RGS4 inhibition; P49798; B-score at 10 µM; HEK293 M3R/RGS4 inducible, Fluo-4 calcium flux; active compounds read high; triggered by carbachol at its EC20; 310,000 tested, 0.45% active;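 active = B-score, a plate-corrected calcium signal, over three deviations above library mean, with baseline fluorescence within five deviations of library mean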;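 note: RGS4 expression induced by doxycycline in cells with stable M3 receptor; B-score is computed from the integrated fluorescence ratio over baseline after carbachol; higher B-score means a larger calcium signal and so more RGS4 inhibition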
# Target sequence (P49798 whole entry, looked up): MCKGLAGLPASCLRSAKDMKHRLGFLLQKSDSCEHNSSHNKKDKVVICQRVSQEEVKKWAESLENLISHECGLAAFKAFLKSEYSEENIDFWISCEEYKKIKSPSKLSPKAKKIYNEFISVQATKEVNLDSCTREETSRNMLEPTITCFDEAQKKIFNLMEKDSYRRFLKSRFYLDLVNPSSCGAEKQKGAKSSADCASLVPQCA
# TRPC6 inh: blocks the mouse TRPC6 cation channel. Q61143. HEK293-TRPC6, membrane potential dye, ACh-evoked depolarization; active compounds read low. B-score at 10 µM. 310,000 tested, 1.1% active;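 active = B-score under library mean minus 3 SD, initial fluorescence not abnormally high, positive integrated signal ratio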;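 note: B-score derived from integrated fluorescence ratio over the kinetic read; more negative B-score means stronger inhibition of depolarization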
# Target sequence (Q61143 whole entry, looked up): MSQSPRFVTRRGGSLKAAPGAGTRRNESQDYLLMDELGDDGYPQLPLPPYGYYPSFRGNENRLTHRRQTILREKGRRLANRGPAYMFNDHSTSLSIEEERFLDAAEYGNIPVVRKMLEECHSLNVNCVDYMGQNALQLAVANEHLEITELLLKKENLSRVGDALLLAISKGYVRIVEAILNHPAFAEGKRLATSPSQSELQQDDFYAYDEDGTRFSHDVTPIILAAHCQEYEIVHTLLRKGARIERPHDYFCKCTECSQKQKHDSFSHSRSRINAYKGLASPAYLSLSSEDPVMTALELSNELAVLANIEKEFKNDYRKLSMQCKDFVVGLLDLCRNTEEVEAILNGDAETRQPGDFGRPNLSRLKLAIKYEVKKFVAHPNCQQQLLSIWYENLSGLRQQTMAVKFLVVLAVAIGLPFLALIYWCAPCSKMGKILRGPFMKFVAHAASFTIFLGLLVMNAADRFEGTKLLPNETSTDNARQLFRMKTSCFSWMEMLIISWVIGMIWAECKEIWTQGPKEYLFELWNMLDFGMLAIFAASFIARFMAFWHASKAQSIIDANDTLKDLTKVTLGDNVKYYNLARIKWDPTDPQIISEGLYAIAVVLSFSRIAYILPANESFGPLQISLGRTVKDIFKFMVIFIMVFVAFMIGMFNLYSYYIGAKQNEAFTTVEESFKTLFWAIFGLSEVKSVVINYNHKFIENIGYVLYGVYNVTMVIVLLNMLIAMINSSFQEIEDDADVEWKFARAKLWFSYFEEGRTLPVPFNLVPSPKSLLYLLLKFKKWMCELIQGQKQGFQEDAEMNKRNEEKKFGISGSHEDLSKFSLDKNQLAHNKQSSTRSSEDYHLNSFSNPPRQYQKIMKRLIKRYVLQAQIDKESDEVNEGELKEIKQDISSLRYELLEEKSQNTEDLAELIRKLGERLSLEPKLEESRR
# MrgX1 allo act: human MrgX1 positive allosteric modulation, primary screen; Q96LB2; MrgX1-HEK293, Fluo-4 calcium flux, FDSS; active compounds read high; B-score at 10 µM; 310,000 tested, 0.63% active;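 active = plate-corrected calcium response at least 3 library SD above typical, normal starting fluorescence, not activating the receptor alone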;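 note: compound read alongside a low EC10 to EC30 dose of BAM8-22 agonist; peak minus trough fluorescence over baseline measured at the second addition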
# MrgX1 antag: antagonists of human MrgX1 receptor; Q96LB2; MRGX1-HEK293 calcium flux, Fluo-4, BAM8-22 antagonism; active compounds read low; B-score at 10 µM; 310,000 tested, 1.3% active; AID 588676;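 active = calcium-response B-score plate-corrected more than 3 library SD below zero, starting fluorescence within 5 deviations, no agonist response on first addition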;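 note: peak minus trough fluorescence over baseline after final BAM8-22 challenge near maximal dose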
# SKKanGAS inh: SKKanGAS growth inhibition; S. pyogenes SKKanGAS, kanamycin growth, BacTiter-Glo, 6 h; inhibition, % at 7.5 µM; 300,000 tested, 1.3% active;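 active = mean replicate score, as percent of positive control median, at least 50; inconclusive = mean below 50 but one replicate at or above 50; inactive = mean and every replicate below 50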;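 note: strain carries kanamycin resistance gene driven by streptokinase promoter and grows in 40 µg/ml kanamycin; loss of luminescence reflects streptokinase promoter inhibition or plain growth inhibition; 0% = median of DMSO wells and 100% = positive control at its reference dose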
# HIF act: HIF pathway transcriptional activation | U2OS HRE-luciferase reporter, luminescence; normalized: DMSO 0%, desferrioxamine 100% | activation, % at 7.5 µM (by protocol) | 300,000 tested, 0.32% active | AID 1910;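 active = mean activation of at least 10% of the iron chelator positive control signal, with at least half of replicates also reaching 10%; inconclusive = mean and replicate majority disagree about reaching 10%; inactive = mean and most replicates under 10%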
# TRPC4 inh: inhibitors of mouse TRPC4 channel; AID 2247; HEK293 TRPC4beta/mu-opioid, DAMGO-evoked Fluo4 calcium flux; active compounds read low; B-score at 10 µM; 300,000 tested, 0.39% active; Q9QUQ5;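 active = B-score over 3 SD under the library average, no early fluorescence shift, positive overall ratio signal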
#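 Material: HEK293 cells with stable TRPC4beta plus mu-opioid receptor expression / Probe or stimulus: DAMGO in two steps, submaximal then maximal / Compound: single concentration per test compound / Technique: kinetic Fluo4 fluorescence imaging of calcium influx / Read-out: per-well B score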
# Platelet DG rel: modulates dense granule release in human platelets. human platelet-rich plasma, SFLLRN dense granule ATP release, luminescence. inhibition, %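 (compounds screened at 7.5 µM in platelet-rich plasma)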. AID 1663. 300,000 tested, 0.22% active;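 active = mean replicate score, as percent of positive control, at or above 50; inconclusive = mean below 50 but at least one replicate at or above 50; inactive = mean and every replicate below 50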
# RGS4 pot: potentiators or activators of RGS4; AID 463111; 310,000 tested, 0.92% active; B-score at 10 µM; HEK293 M3R/inducible RGS4, carbachol calcium flux Fluo4; active compounds read low;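 active = B-score of the integrated calcium signal more than 4 SD below the library mean, with starting fluorescence not abnormally high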;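 note: negative B-score means reduced calcium response which marks RGS4 activation or potentiation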
#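 Assay system: Inducible-RGS4 HEK293 cells carrying M3 receptor | Schedule: Compound preincubation 20 min at room temperature before agonist | Signal: Kinetic calcium fluorescence imaging with Fluo4-AM dye, 2 µM | Read-out basis: B score from integrated fluorescence ratio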
# TRPC6 act: activates the mouse TRPC6 cation channel | AID 2550 | 310,000 tested, 0.13% active | B-score at 10 µM | HEK293-TRPC6 membrane potential dye fluorescence; active compounds read high;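 active = B-score of the integrated fluorescence ratio above library mean plus 3 SD, and starting fluorescence ratio within library mean plus 5 SD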;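 note: higher score means more depolarization so channel activation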
# MrgX1 ag: activates human MrgX1 receptor signaling. MrgX1-HEK293 cells, Fluo-4 calcium fluorescence, agonist mode; active compounds read high. B-score at 10 µM. Q96LB2. 310,000 tested, 0.44% active;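 active = calcium response B-score plate-corrected fluorescence ratio at least 3 library SD, with starting fluorescence B-score inside 5 SD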
#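 System – MrgX1-expressing HEK293 cells · Incubation – cells plated overnight, dye loaded 0.5 h 37 °C, 0.5 h room temperature · Technique – kinetic Fluo-4 NW fluorescence of intracellular calcium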
# Numbers without * were called inactive; i = inactive; ? = inconclusive; nt = no result given.
SMILES,RGS4 inh,TRPC6 inh,MrgX1 allo act,MrgX1 antag,SKKanGAS inh,HIF act,TRPC4 inh,Platelet DG rel,RGS4 pot,TRPC6 act,MrgX1 ag
O=[N+]([O-])c1ccc(Nc2nc(N/N=C/c3cccc(F)c3)nc(N3CCCC3)n2)cc1,i,i,i,i,30,0.4,i,-20,i,i,i
Cn1c(C(=O)N2CCC(C(N)=O)CC2)cc2cc(Cl)ccc21,i,i,i,-6.1*,-8,-1.2,i,7,i,i,i
COc1ccc(Br)cc1C1N2CC3(C)CN1CC(C)(C2)C3=O (centres undefined),i,i,i,i,?,0.0,i,1,i,i,i
CCOc1ccc(-n2nnc3c(=O)n(C/C=C/c4ccccc4)cnc32)cc1,i,i,i,i,-6,-0.2,i,5,i,i,i
Cc1ccc(/C=C2\CCC3=C2OC(N)=C(C#N)C3c2ccc(C)cc2)cc1 (centres undefined),i,i,i,i,12,0.2,i,12,i,i,73*
CC1(C)CC(=O)C2=C(C1)NC(=O)CC2c1cccc(F)c1 (centres undefined),i,i,i,i,-2,-0.3,i,19,i,i,i
CC(C)(C)C1CCc2c(sc(N)c2C(N)=O)C1 (centres undefined),i,i,i,i,13,0.0,i,3,i,i,i
CC(=O)OC[C@H]1O[C@@H](Sc2cccc3cccnc23)[C@H](OC(C)=O)[C@@H](OC(C)=O)[C@@H]1OC(C)=O,i,i,i,i,-1,-0.2,i,0,i,i,i
CCn1c(C)c(C(C)=O)c(N2CCN(c3ccccn3)CC2)nc1=S,i,i,i,i,-6,-0.2,i,5,i,i,i
O=C(O)c1ccccc1C(=O)c1cccs1,i,i,i,i,2,-0.4,i,-1,i,i,i
Cc1ccc(S(=O)(=O)NCC(=O)N/N=C/c2ccc(Cl)cc2Cl)cc1,i,i,i,i,-8,-0.1,i,-7,i,i,i
CC(C)COc1ccc(C(=O)NC(=S)Nc2ccc(CN3CCOCC3)cc2)cc1,i,i,i,i,-2,-0.1,i,-1,i,i,i
Clc1ccc(OCc2cn3cccnc3n2)c2ncccc12,i,i,nt,nt,-7,-4.4,i,5,i,i,nt
O=C(NC1CCCCC1)NC1C2CC3CC(C2)CC1C3 (centres undefined),i,i,i,i,54*,-0.4,i,9,i,i,i
CSCCC(Nc1ccc(S(=O)(=O)N2CCOCC2)cc1[N+](=O)[O-])C(=O)OCC(=O)N(C(C)C)C(C)C (centres undefined),i,i,i,i,2,-0.1,i,-20,i,i,i
Cc1cc(CNC(=O)CCc2nnc(CCCCc3ccccc3)o2)nn1C,i,i,i,i,-7,-0.1,i,-3,i,i,i
O=C(CSc1ccccn1)C12CC3CC(CC(C3)C1)C2,i,i,i,i,18,-0.5,i,-2,i,i,i
CC(C)(C)NC(=O)CSc1nc(-c2ccccc2)cc(=O)[nH]1,i,i,i,i,-6,0.0,i,-1,i,i,i
CN(Cc1ccccc1)C(=O)c1cc(S(=O)(=O)N2CCOCC2)cn1C,i,i,i,i,-1,0.2,i,24,i,i,i
COC(=O)c1c(NC(=O)c2cccs2)sc2c1CCC(C)C2 (centres undefined),i,i,i,i,9,1.5,i,0,i,i,i

# Already shown: entries from further up.
SMILES,RGS4 inh,TRPC6 inh,MrgX1 allo act,MrgX1 antag,SKKanGAS inh,HIF act,TRPC4 inh,Platelet DG rel,RGS4 pot,TRPC6 act,MrgX1 ag
CN(Cc1ccccc1)C(=O)c1cc(S(=O)(=O)N2CCOCC2)cn1C,i,i,i,i,-1,0.2,i,24,i,i,i
COC(=O)c1c(NC(=O)c2cccs2)sc2c1CCC(C)C2 (centres undefined),i,i,i,i,9,1.5,i,0,i,i,i

# Additional records.
SMILES,RGS4 inh,TRPC6 inh,MrgX1 allo act,MrgX1 antag,SKKanGAS inh,HIF act,TRPC4 inh,Platelet DG rel,RGS4 pot,TRPC6 act,MrgX1 ag
Nc1nc2c(-c3ccc(Br)cc3)nnn2c2ccccc12,i,i,i,i,-9,5.6,i,12,i,i,i
COc1ccc(Cl)cc1NC(=O)CCNC(=O)Cn1ccc2ccccc2c1=O,i,i,i,i,-6,-0.4,i,4,i,i,i
COc1cc(OC)c(OC)cc1C#N,i,i,i,i,1,0.0,i,1,i,i,i
C/C=C/c1ccc(OCCN2CCc3ccccc3C2)c(OC)c1,i,i,i,i,-8,0.0,i,-1,i,i,i
COc1cc(-c2nnc(SC/C=C/c3ccccc3)n2N)cc(OC)c1OC,i,i,i,i,-7,-0.1,i,-3,i,i,i
CCCCNS(=O)(=O)c1ccc(NC(=O)c2c(-c3ccccc3Cl)noc2C)cc1,i,i,i,i,15,-0.3,i,5,i,i,i
Cc1cc(=O)oc2cc(OC(=O)c3cncc(Br)c3)ccc12,i,i,i,i,-6,-0.2,i,0,i,i,i
Cc1ccccc1NC(=O)c1ccc(C)c(S(=O)(=O)NCc2cccnc2)c1,i,i,i,i,-1,0.4,i,-6,i,i,i
O=C(Cc1ccc(Nc2nc3ccc(Br)cc3[nH]2)cc1)NCCc1cccs1,i,i,i,i,6,0.7,i,4,i,i,i
COc1ccccc1CNC(=O)C(=O)NCC1OCCN1C(=O)c1ccc(Cl)cc1 (centres undefined),i,i,i,i,0,-0.1,i,-1,i,i,i
O=C(c1cc([N+](=O)[O-])ccc1N1CCCCC1)N1CCCC1,i,i,i,i,4,-0.1,i,-3,i,i,i
COCCn1c(C)cc(C(=O)COC(=O)c2ccc(-n3nc(C)cc3C)cc2)c1C,i,i,i,i,-5,-0.1,i,2,i,i,i
O=C(O)CCCCCN1C(=O)/C(=C/c2ccncc2)SC1=S,i,i,i,i,-5,nt,i,-1,i,i,32*
CCC(=O)n1nc(-c2ccc(OC)cc2)nc1N,i,i,i,i,3,0.4,i,1,i,i,i
COc1ccccc1CCNC(=O)c1cc(-c2ccccn2)nc2ccc(Br)cc12,i,i,i,i,-2,0.2,i,8,i,i,i
CCOC(=O)C1(CCc2ccccc2)CCN(C(=O)CCc2cnn(C)c2)CC1,i,i,i,i,-16,0.2,i,2,i,i,i
CCc1cc(=O)n2[nH]c(C)c(-c3ccc(OC)cc3)c2n1,i,i,i,i,-2,-39,i,-8,i,i,i
CC(C)(C)c1cc(C(=O)O)n(Cc2ccc(Cl)cc2Cl)n1,i,i,i,i,-9,-0.3,i,5,i,i,i
CCOc1nnc(C)c2c(C)n(-c3cccc(Cl)c3)nc12,i,i,i,i,-2,-0.2,i,-1,i,i,i
CN(C)CCNc1nc2c(c(=O)[nH]c(=O)n2C)n1CCOc1ccccc1,i,i,i,i,3,-0.3,i,0,i,i,i
CCN(CC)CCCNC(=S)N(Cc1cccnc1)Cc1cc2cc(C)cc(C)c2[nH]c1=O,i,i,i,i,-4,-0.2,i,-2,i,i,i
O=C(c1ccccc1)c1c[nH]c2cc3c(cc2c1=O)OCO3,i,i,nt,nt,1,0.0,i,-3,i,i,nt
Cc1ccc([N+](=O)[O-])cc1S(=O)(=O)NCC1COc2ccccc2O1 (centres undefined),i,i,i,i,5,0.2,i,-9,i,i,i
CCCC1=C(C(=O)OCC)C(c2cc(Cl)cc(OC)c2OCc2ccccc2)NC(=O)N1 (centres undefined),i,i,i,i,3,-0.4,i,-1,i,i,i
CCOC(=O)C/C(C)=N/NC(=O)Nc1ccccc1,i,i,i,i,1,0.7,i,-6,i,i,i
CC(C)(C)NC(=O)COC(=O)c1ccc(O)cc1,i,i,i,i,1,2.1,i,9,i,i,i
NCc1ccccc1COc1ccccc1,i,i,i,i,-7,nt,i,-6,i,i,i
CC(=O)Nc1ccccc1OCc1nnc(-c2ccccc2Cl)o1,i,i,i,i,-4,-4.6,i,-4,i,i,i
COCCNC(=O)C1CCN(S(=O)(=O)c2c(C)noc2/C=C/c2cccs2)CC1,i,i,i,i,-1,0.1,i,1,i,i,i
COc1ccc(NCc2ccc(OC)c(Cn3ccnc3)c2)c(OC)c1,i,i,i,i,-4,0.4,i,-1,i,i,i
O=C(CNC(=O)N1CC(=O)Nc2ccccc21)Nc1cccc(F)c1,i,i,i,i,-8,1.3,i,3,i,i,i
Cc1cccc(NC(=O)COC(=O)c2ccc3c(=O)n4c(nc3c2)CCC4)c1,i,i,i,i,-8,-0.3,i,13,i,i,i
CS(=O)(=O)N(Cc1ccc(Cl)cc1)c1ccc(C(=O)N/N=C/c2cc3ccccc3nc2Cl)cc1,i,i,i,i,24,0.0,i,-27,i,i,i
O=C(Nc1ccc(F)cc1F)c1ccc(-n2cccn2)c([N+](=O)[O-])c1,i,i,i,i,-3,-0.2,i,10,i,i,i
CCOc1ccc(S(=O)(=O)c2c[nH]c3ccccc3c2=O)cc1,i,i,i,i,-8,0.9,i,-1,i,i,i
COc1cc(/C=C/C(=O)O)ccc1OS(=O)(=O)c1cc(C)ccc1C,i,i,i,i,8,0.2,i,-1,i,i,i
Cc1cc(NC2C3CC4CC(C3)CC2C4)n2ncnc2n1 (centres undefined),i,i,i,i,4,-0.4,i,1,i,i,i
COC(=O)c1c(-c2c(Cl)cccc2Cl)noc1NC(=O)NN1CCCCC1,i,i,i,i,2,-0.2,i,6,i,i,i
CCN(C(=O)COC(=O)c1cccnc1Nc1ccccc1F)C1CCS(=O)(=O)C1 (centres undefined),i,i,i,i,10,2.3,i,7,i,i,i
Cc1cccc(CN2CCN(CC(=O)NCc3cccs3)C2=O)c1,i,i,i,i,-3,-0.3,i,-4,i,i,i
O=C1/C(=C/c2cccnc2)SC(=S)N1CC1CCCO1 (centres undefined),i,i,i,i,-3,-0.9,i,-3,i,i,i
COc1ccc(NC(=O)C2CCCN(S(=O)(=O)c3ccccc3)C2)c(OC)c1 (centres undefined),i,i,i,i,-6,0.2,i,5,i,i,i
CCC(=O)c1cc(-c2nc3ccccc3n2C)n(C)c1,i,i,i,i,-2,0.3,i,-2,i,i,i
Cc1cc(OCC(=O)Nc2cc(C(C)(C)C)on2)ccc1[N+](=O)[O-],i,i,i,i,-4,0.0,i,44,i,i,i
O=C(CN1CCN(c2ccccc2)CC1)NCc1ccc(F)cc1,i,i,i,i,2,1.5,i,6,i,i,i
O=C(NCc1ccc2c(c1)OCO2)c1nc(S(=O)(=O)Cc2ccccc2)ncc1Cl,i,i,i,i,-3,0.6,i,5,i,i,i

# Hits appear at their usual frequency (roughly 6.1% active in at least one column).
